HCT116 survival = survival after telomere uncapping, modulators, primary screen, cell-based (AID 1259312) | HCT116 + Ad-hTR-mut, survival, MTT, 5 d; hits give high values | fold change at 10 µM | 4,500 compounds, 4.5% hits;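 active means cell survival measured by absorbance rises more than 2.5-fold over infected cells without compound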;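 further: virus expresses mutant telomerase RNA that uncaps telomeres and kills cells; compound added 2 days after infection so exposure lasts 3 days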
Active calls of the source: *; i = inactive. A portion of the library, so the mix of outcomes need not match the whole.

mol | HCT116 survival
N#Cc1c(-c2ccc(F)cc2)cc(-c2ccccc2)n(Cc2ccc(Cl)c(Cl)c2)c1=S | -1.2
CC(=O)/C(=C1/OC(=O)c2ccccc21)c1ccc(C(C)=O)cc1 | 6*
O=C1Oc2ccccc2C2Oc3c(c(=O)oc4ccccc34)C3(C(=O)Nc4ccccc43)C12 (stereo unspecified) | -1.6
O=[N+]([O-])c1ccc(N2CCN3CCCC3C2)c([N+](=O)[O-])c1 (stereo unspecified) | -3.4
CCOC(=O)/C(C#N)=C\c1ccc(C)o1 | -2.7
Cc1cc(Cl)c2ccccc2n1 | -1.7
CC(C)(C)c1cc(S)cc(C(C)(C)C)c1O | -1.1
N#Cc1c(-c2ccc(Cl)cc2Cl)csc1N | -1.2
O=[N+]([O-])c1cc(Br)cc(C=NCCN=Cc2cc(Br)cc([N+](=O)[O-])c2O)c1O | i
Oc1c(/C=C2/C=Nc3ccccc32)sc(=Nc2ccccc2)n1C1CCCCC1 | i
O=C(c1n[nH]c([N+](=O)[O-])c1Br)N1CCN(c2ccc(F)cc2)CC1 | i
CN(C)CCCNC(=O)c1cccs1 | 1.2
O=C1CCCc2c1sc1nc3n(c(=O)c21)CCCCC3 | 1.6
Nc1ccc(N2CCOCC2)c(Br)c1 | -1.1
O=C(CCn1cnnn1)Nc1cc(C(F)(F)F)cc(C(F)(F)F)c1 | -2.4
O=S(=O)(Nc1cccc2ccccc12)N1CCCCC1 | -1.3
CN1C(=O)C(=Cc2ccc(-c3cc(C(=O)O)cc(C(=O)O)c3)o2)C(=O)N(C)C1=O | -1.7
O=c1[nH]cc(I)c(=O)[nH]1 | -1.3
CNCC(O)c1ccc(O)c(O)c1 (stereo unspecified) | -1
c1ccc(-c2ccc3ccccc3n2)nc1 | -1.1
CCN(CC)C(=S)NC1CCCCC1 | -2.1
CC(=O)OCC(=O)[C@@]1(O)[C@H](C)C[C@H]2[C@@H]3CCC4=CC(=O)C=C[C@]4(C)[C@@]3(F)[C@@H](O)C[C@@]21C | 1.2
O=c1[nH]c2cc(NCCCO)c([N+](=O)[O-])cc2[nH]1 | -1.5
Nc1nc2nonc2nc1N | -1.3
CN(C)S(=O)(=O)Nc1cccc(N)c1 | -1.3
CC(Sc1ncnc2sc3c(c12)CCCC3)C(=O)O (stereo unspecified) | -3
CN(C)S(=O)(=O)N1CCC(Cc2ccccc2)CC1 | -2.1
CC(C)CNC(=O)C(=O)NCCC1=CCCCC1 | -4.5
O=Cc1ccc(-c2ccc3c(c2)C(=O)OC3)o1 | -1.8
N#CC1=CC(C#N)=C(C#N)N/C1=C(\N)C#N | 2.3
CC(C)(C)Sc1cc(C(=O)O)sc1C(=O)O | -1.2
COc1ccc(N2C(=O)/C(=C\N3CCN(C)CC3)SC2=S)cc1 | -1.1
CC(C)(C)N(CCC#N)C(=O)N1CCNC1=O | -1.1
O=c1cc(-c2cccc(O)c2)oc2cc(O)ccc12 | -1.5
O=c1oc2ccccc2c(O)c1/C=C1\C=Nc2ccccc21 | i
COc1cc2nc(SCc3nc4ccccc4n3C)[nH]c2cc1OC | -1.4
O=[N+]([O-])c1ccc(Sc2cccs2)c([N+](=O)[O-])c1 | -2.2
CC(=O)CSC(=S)N(CCN(Cc1cccs1)C(=S)SCC(C)=O)Cc1cccs1 | -2.5
NNc1cc(Cl)ccc1[N+](=O)[O-] | 3.7*
Cc1nc(-c2cnc(N)nc2-c2ccc3c(c2O)OCO3)cs1 | i
CC1Oc2ccc(S(=O)(=O)NC3C4CC5CC(C4)CC3C5)cc2NC1=O (stereo unspecified) | 1.1
COc1cc(Br)cc(CNc2cc(C)on2)c1O | 1.2
CC(C)(C)NC(=O)Cn1cnc([N+](=O)[O-])n1 | -1.4
Cc1cc(=O)oc2cc(OC3OC(CO)C(O)C(O)C3O)ccc12 (stereo unspecified) | 1
Cc1c(C)c(C(Cl)Cl)c(C)c(C)c1C=C(C#N)C#N | 1.3
CC(C)C(C(=O)ON1C(=O)CCC1=O)N1C(=O)c2ccccc2C1=O (stereo unspecified) | -2
Clc1ccc(-c2ncn3ccccc23)cc1 | -1.4
CC(CCc1cc(C(C)(C)C)c(O)c(C(C)(C)C)c1)c1cc(C(C)(C)C)c(O)c(C(C)(C)C)c1 (stereo unspecified) | -2
Cc1ccc(C2=NNC3(CCCCC3)S2)cc1 | 1.2
C=CCNC(=O)/C(C#N)=C\C1=Cc2ccccc2OC1 | -1.7
CSc1nc2c(cc1C#N)CCC2 | -2.1
Cc1cc2c(C(C)C)c(O)c(O)c3c2c(c1-c1c(C)cc2c(C(C)C)c(O)c(O)c4c2c1OC4N)OC3N (stereo unspecified) | -1.5
CS(=O)(=O)c1ccc(Cl)cc1 | -1.1
S=C(Nc1ccccc1)N1CCOCC1 | 3.1*
CCOc1cc(N2CCCC2)ccc1[N+](=O)[O-] | -1
CC1=CC(=O)C2=C(C)CCC3C(C)C(=O)OC3C12 (stereo unspecified) | -1.2
C#CCSc1nc(-c2ccccc2)cc(-c2ccc(OC)cc2)c1C#N | 1.4
COC(=O)c1c(NC(=O)CSc2ncccn2)sc2c1CCC2 | -1.1
O=c1o[nH]c(-c2ccccc2)c1C=Nc1cccc(C(F)(F)F)c1 | i
CCOC(=O)C(=O)N1CCCC(C(=O)OCC)C1 (stereo unspecified) | -1

The list goes on:
mol | HCT116 survival
O=C1N(Cc2ccccc2Cl)c2ccccc2C12NN=C(c1ccccc1)S2 (stereo unspecified) | -1.6
S=C1COC(c2ccc(Br)cc2)N1c1ccccc1 (stereo unspecified) | -1.1
O=[N+]([O-])c1ccc(N=Cc2cc(Br)cc(Br)c2O)c(O)c1 | i
CCCCCCNS(=O)(=O)N(C)C | -1.4
COC(=O)CC1=CC(C)(CC(=O)OC)C(C#N)(C#N)C(N)=C1C#N (stereo unspecified) | 2.2
N#Cc1c(NC(=O)Nc2ccc(Cl)cc2)sc2c1CCC2 | -1.5
CN(C)S(=O)(=O)N(C)CC12CC3CC(CC(C3)C1)C2 | -1.1
O=S(=O)(O)c1cc(O)c2c(O)cc(S(=O)(=O)O)cc2c1 | -1.1
O=C(O)c1cc(-c2ccc(Cl)s2)nc2ccc(Br)cc12 | -1
COc1ccc(C2C(C#N)=C(N)NC(C(C#N)C#N)=C2C#N)cc1OC (stereo unspecified) | -1.8
Cc1ccc(-c2c(C#N)c(N)nc3c2CCCC3)c(C)c1 | 1.1
CCOC(=O)c1c(NC(=O)CSc2nnc(C)s2)sc2c1CCC2 | 1.3
c1ccc(CCn2c(-c3ccccc3)csc2=Nc2ccccc2)cc1 | -3
CC[C@H](CC[C@@H](C)[C@H]1CC[C@H]2[C@@H]3CC=C4C[C@@H](O)CC[C@]4(C)[C@H]3CC[C@]12C)C(C)C | -1.5
Cn1cc(Cl)c(C(=O)N2CCc3ccccc3C2)n1 | -2.5
Cc1cc(C)nc(SCC(=O)O)n1 | -1.1
N#CC1=C(N)OC2=C(C(=O)CCC2)C1c1ccc2c(c1)OCO2 (stereo unspecified) | 1.1
CCSc1sc(CN(C)C)cc1/C=N/O | -1.5
COCCOC(=O)/C(C#N)=C/Nc1ccnc(Br)c1 | 1.2
O=c1cc(-c2ccc(O)c(O)c2)oc2cc(OC3OC(CO)C(O)C(O)C3O)cc(O)c12 (stereo unspecified) | -1.8
CSc1ccc(C(C)=O)s1 | -1.2
Nc1cc([N+](=O)[O-])cc2c1C=Cc1ccccc1O2 | -1.8
O=C1NC(=S)N/C1=C/c1ccc(-c2ccc(Br)cc2)o1 | -1.8
CN(C)CCNc1ccc(Cl)cc1[N+](=O)[O-] | 1.5
COc1ccc(CCN(C)CCCC(C#N)(c2ccc(OC)c(OC)c2)C(C)C)cc1OC (stereo unspecified) | -2.1
CC1=C(C(=O)OC(C)C)C(c2cccs2)C2=C(CCCC2=O)N1 (stereo unspecified) | 1.2
[O-][n+]1onc(C(c2ccccc2)c2ccccc2)c1C(c1ccccc1)c1ccccc1 | -1.8
N#Cc1cnn2cc([N+](=O)[O-])cnc12 | -1.2
COC(=O)C1=C(C)N(C)C(C)=C(C(=O)OC)C1c1ccsc1 | -2.1
CC1(C)Nc2ccccc2-c2c1ssc2=S | 4.8*
CC1CCCCN1C(=O)N1CCOCC1 (stereo unspecified) | -1
CN1C(=O)C(CC(=O)Nc2ccccc2[N+](=O)[O-])SC1=Nc1ccc(I)cc1 (stereo unspecified) | 1.3
CCOC(=O)c1c(NC(=O)CCl)sc2c1CCN(C(=O)OCC)C2 | -1.2
c1coc(CNc2ncnc3nc[nH]c23)c1 | -1.3
COc1ccc(-c2nnc(SCc3ccon3)n2C)cc1 | -1.5
CC(=NCCCN1CCOCC1)c1c(C(F)(F)F)[nH]n(-c2nc3ccccc3s2)c1=O | i
S=C(Nc1ccccn1)NC1CCCCC1 | -1.5
CC(=NCCCCC(NC(=O)OCC1c2ccccc2-c2ccccc21)C(=O)O)C1=C(O)CC(C)(C)CC1=O (stereo unspecified) | i
CCN(CC)C(=O)c1nn(C)c(=O)c2ccccc12 | -1.3
CC(C)NC(=O)C(=O)NC1CC(C)(C)NC(C)(C)C1 | -2.4
O=S(=O)(NCCCl)c1ccccc1 | -1
ClC(Cl)(Cl)C(c1ccc(Br)cc1)c1ccc(Br)cc1 | 3.5*
O=c1c(O)c(-c2ccc(O)c(O)c2)oc2ccccc12 | -2.6
O=c1oc(-c2cccc(F)c2)nc2ccccc12 | -1.3
CN(C)C(=O)N1CCN(C(=O)N(C)C)CC1 | -1.1
O=[N+]([O-])c1ccc(S(=O)(=O)Nc2nc3ccccc3s2)cc1 | 1.8
O=C(Cc1cccs1)NC1CCCC1 | -3
CN1CCN(CCCCN)CC1 | 1.2
CC(=O)/C=C(\C)NC(C)C(=O)O (stereo unspecified) | -1.2
COc1cc2c(cc1NS(=O)(=O)N1CCCC1)oc1ccccc12 | -1.1
Nn1c(-c2ccccc2)nc2ccccc2c1=O | 1.2
O=c1[nH]c(/C=C/c2ccc(Br)cc2)nc(O)c1[N+](=O)[O-] | 2.5
CC(=O)Nc1sc2c(c1C(=O)O)CCCC2 | 2.9*
Cn1c(-c2ccco2)nn(CN2CCCCC2)c1=S | -2
N#Cc1cn(CCCOc2ccccc2Cl)c2ccccc12 | -1.3
O=C1C(Cl)=C(Cl)C(=O)N1c1ccc(Cl)c(Cl)c1 | -1.1
COCCCN1C(=O)/C(=C/c2cccs2)SC1=S | -1.1
O=CC(C=O)c1[nH]ncc1[N+](=O)[O-] | 1.9
Cn1c(=O)c2[nH]cnc2n(C)c1=O | -1.2
COC(=O)CNC(=O)c1ccn[nH]1 | -1.3

Going on with the list:
mol | HCT116 survival
Cn1cnc([N+](=O)[O-])c1 | -1.1
O=C(NC1(C(=O)O)CCc2ccccc2C1)OCC1c2ccccc2-c2ccccc21 (stereo unspecified) | -1.8
S=c1[nH]nc(COc2cccc3ccccc23)n1-c1ccccc1 | 3*
Cc1[nH]nc2c1C1(CCSCC1)C(C#N)=C(N)O2 | -1.4
c1ccc(Cn2c(-c3ccccc3)csc2=Nc2ccccc2)cc1 | -5.5
O=[N+]([O-])c1ccc(Cn2cc[n+](Cc3ccc([N+](=O)[O-])cc3)c2)cc1 | -1.9
O=c1/c(=C\c2cccn2-c2ccccc2)sc2nc3ccccc3n12 | -1.1
O=C(C[n+]1cccc2ccccc21)c1ccc(F)cc1 | 1.4
Cc1ccc(C2C3=C(Nc4c2c(=O)[nH]c(=O)n4C)c2ccccc2C3=O)cc1 (stereo unspecified) | -4.4
c1ccc(OCC2CCNCC2)nc1 | 3*
OC(c1ccccc1)c1nc2ccccc2[nH]1 (stereo unspecified) | -1.1
O=C1NC(c2ccc(Cl)cc2)=CC(c2ccc(Cl)cc2)N1 (stereo unspecified) | -1.8
C=CCN1C(=O)/C(=C2\SC(N3CC(C)OC(C)C3)=NC2=O)c2cc(Br)ccc21 (stereo unspecified) | -3.4
Cc1ccc(-c2nc(Cn3c(-c4cscn4)nc4ccccc43)cs2)cc1 | -1.6
C=CCN(CC=C)S(=O)(=O)c1ccc(OC)cc1 | -1.1
O=C(c1ccc2sc(=S)[nH]c2c1)N1CCCC1 | -2.6
Oc1ccccc1-c1cc(-c2ccccc2O)nc(-c2ccccc2)n1 | i
N#C/C(=C/c1ccc2c(c1)OCO2)c1ccc(Cl)cc1Cl | 1.2
Cc1[nH]nc2c1C1(C(=O)Nc3cc(Br)ccc31)C(C#N)=C(N)O2 (stereo unspecified) | 4*
CCS(=O)(=O)Nc1ccc(Br)cn1 | 1.1
CC(C)(C)c1cc(Cl)cc(Sc2cc(Cl)cc(C(C)(C)C)c2O)c1O | -64
Cc1ccc2c(c1)C(O)(CC(=O)c1ccc(C(C)(C)C)cc1)C(=O)N2 (stereo unspecified) | 1.6
O=[N+]([O-])c1cc(CN2CCCC2)c2cccnc2c1O | 3.1*
COC(=O)/C(C#N)=C/c1cc(CSc2nnnn2C)cs1 | 1
Cc1cccn2c(=O)c(/C=C3\SC(=S)N(C)C3=O)c(N3CCCCC3)nc12 | 2.5
CN1c2ccccc2C(C)(C)C12C=Cc1cc(Br)cc(Br)c1O2 (stereo unspecified) | -1.6
CC(=O)[C@@H]1[C@H]2[C@H](C(=O)[C@H]3OC[C@@H]2O3)[C@H]2C=Cc3ccccc3N21 | -1.2
O=C(Nc1cc(F)cc(F)c1)C1CC(=O)N(c2ccc(F)cc2)C1 (stereo unspecified) | -1.7
O=S(=O)(c1ccc(F)cc1)N1CCCC1 | 2.5

Shown as labelled records: entries from further up.
structure: Cc1cccn2c(=O)c(/C=C3\SC(=S)N(C)C3=O)c(N3CCCCC3)nc12
- HCT116 survival: 2.5

structure: O=C(Nc1cc(F)cc(F)c1)C1CC(=O)N(c2ccc(F)cc2)C1 (stereo unspecified)
- HCT116 survival: -1.7

structure: CN1c2ccccc2C(C)(C)C12C=Cc1cc(Br)cc(Br)c1O2 (stereo unspecified)
- HCT116 survival: -1.6

structure: CC(=O)[C@@H]1[C@H]2[C@H](C(=O)[C@H]3OC[C@@H]2O3)[C@H]2C=Cc3ccccc3N21
- HCT116 survival: -1.2
